Source: PubChem BioAssay (several laboratories)
CHRM4 agonist: human M4 muscarinic receptor agonists, primary screen, CHO-K1 cells, Fluo-8 calcium fluorescence; Muscarinic acetylcholine receptor M4 (Homo sapiens), P08173; CHO-K1 hM4/Gqi5; vehicle 0%, full acetylcholine response 100%; activation, % at 3 µM; 360,000 tested, 0.14% active; AID 624127, 2012;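 active means activation above the run mean over all test wells plus 3 SD, cut at about 32% in these data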;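 further: peak over basal fluorescence ratio per well then scaled between controls; 0% = DMSO wells and 100% = acetylcholine at EC100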
Target sequence (P08173 whole entry, looked up): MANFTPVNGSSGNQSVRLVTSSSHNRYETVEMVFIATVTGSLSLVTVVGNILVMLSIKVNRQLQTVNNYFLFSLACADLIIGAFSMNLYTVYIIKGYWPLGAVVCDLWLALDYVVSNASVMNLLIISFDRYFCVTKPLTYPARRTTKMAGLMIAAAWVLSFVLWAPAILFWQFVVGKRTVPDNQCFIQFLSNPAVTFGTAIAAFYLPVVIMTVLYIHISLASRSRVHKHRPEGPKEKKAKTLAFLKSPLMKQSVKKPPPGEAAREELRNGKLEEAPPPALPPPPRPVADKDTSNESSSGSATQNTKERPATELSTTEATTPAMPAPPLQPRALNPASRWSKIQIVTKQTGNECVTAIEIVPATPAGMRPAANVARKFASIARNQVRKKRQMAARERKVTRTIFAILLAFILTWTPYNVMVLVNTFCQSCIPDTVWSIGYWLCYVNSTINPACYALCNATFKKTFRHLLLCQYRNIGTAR
IDE inh: human IDE inhibitors in live cells, primary screen, fluorescence polarization, HEK cells, FAbetaB substrate; FAbetaB cleavage; inhibition, % at 5.59 µM; 320,000 tested, 0.41% active;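 active means percent inhibition above the average of all tested compounds plus 3 SD, set per screening campaign, cut at about 16% in these data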;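 further: IDE supplied by intact live HEK cells; FP after avidin binding of uncleaved biotin substrate so inhibition keeps polarization high; 0% = DMSO wells and 100% = 60 µM reference IDE inhibitor Ii1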
CHRM5 antagonist: human M5 muscarinic receptor antagonists, primary screen, CHO cells, Fluo-8 calcium fluorescence | AID 624040, 2012 | CHO-hM5 cells, ACh EC80 | inhibition, % at 3 µM | 360,000 tested, 0.59% active | Muscarinic acetylcholine receptor M5 (Homo sapiens), P08912;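 active means inhibition above a per-plate cutoff, the mean of that plate's test compounds plus 3 SD, cut at about 27% in these data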;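 further: 0% = acetylcholine EC80 with DMSO and 100% = DMSO without agonist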
Target sequence (P08912 whole entry, looked up): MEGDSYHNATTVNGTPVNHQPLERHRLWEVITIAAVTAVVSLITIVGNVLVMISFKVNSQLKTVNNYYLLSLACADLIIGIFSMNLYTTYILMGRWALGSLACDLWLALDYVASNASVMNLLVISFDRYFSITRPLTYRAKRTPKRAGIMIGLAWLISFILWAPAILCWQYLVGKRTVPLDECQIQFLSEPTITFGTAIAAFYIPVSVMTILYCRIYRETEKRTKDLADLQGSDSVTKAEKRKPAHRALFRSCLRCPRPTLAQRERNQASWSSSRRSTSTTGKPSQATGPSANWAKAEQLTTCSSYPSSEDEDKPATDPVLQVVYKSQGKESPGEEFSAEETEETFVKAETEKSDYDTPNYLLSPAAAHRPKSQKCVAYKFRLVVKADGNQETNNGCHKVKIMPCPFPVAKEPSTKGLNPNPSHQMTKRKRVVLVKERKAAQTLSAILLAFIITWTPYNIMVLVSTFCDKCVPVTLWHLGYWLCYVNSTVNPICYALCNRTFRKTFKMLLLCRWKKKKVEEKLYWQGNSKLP
M5 PAM: human M5 muscarinic receptor positive allosteric modulators, primary screen, CHO-K1 cells, Fluo-8 calcium fluorescence | Muscarinic acetylcholine receptor M5 (Homo sapiens), P08912 | AID 624038, 2012 | CHO-K1 hM5, ACh EC20 PAM; 0% = ACh EC20, 100% = ACh EC100 | activation, % at 3 µM | 360,000 tested, 0.3% active;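 active means activation above the run cutoff, the mean activation of all test compounds plus 3 SD, cut at about 18% in these data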
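System: CHO-K1 hM5 cells. Reagent: acetylcholine, EC20 level. Compound dosing: single dose, 3 µM nominal final test concentration. Timing: Post-acetylcholine fluorescence recording 140 s. Detection: Fluo-8 calcium fluorescence. Read-out: % activation, ACh-normalized. Benchmarks: ACh EC20 and EC100 wells. Repeats: singlicate, one well per test compound.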
M4 PAM: human M4 muscarinic receptor positive allosteric modulators, primary screen, CHO-K1 cells, Fluo-8 calcium fluorescence | CHO-K1 hM4/Gqi5, ACh EC20; 0% = ACh EC20, 100% = maximal ACh | activation, % at 3 µM | 360,000 tested, 0.4% active;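 active means activation above its plate's cutoff, the mean activation of sample wells plus 3 SD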; further: some results filed as inactive read as strong as hits
CHRM5 agonist: human M5 muscarinic receptor agonists, primary screen, CHO-K1 cells, Fluo-8 calcium fluorescence. CHO-K1 hM5 cells; 0% DMSO wells, 100% maximal acetylcholine response. activation, % at 3 µM. 360,000 tested, 0.19% active. AID 624037, 2012;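 active means activation above the run's mean over test compounds plus 3 SD, cut at about 23% in these data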;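 further: signal is peak over basal fluorescence ratio across the kinetic read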
CRFR2-BP ag: agonists of CRF-BP/CRF-R2 complex, primary screen, cell-based, HEK293, calcium dye fluorescence, uHTS; AID 588473, 2011; CRF-binding protein / CRF receptor 2 complex (human); 350,000 tested, 0.46% active; calcium dye fluorescence (FLIPR); percent of saturating CRF peptide response; activation, % at 13.2 µM;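 active means activation of at least 50%, plus an integration ratio under a set limit after plate pattern correction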;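 further: plate controls were neutral control wells without compound for no effect and CRF at EC100 for full effect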
CRFR2-BP antag: antagonists of CRF-BP/CRF-R2 complex, primary screen, cell-based, HEK293, calcium dye fluorescence, uHTS; CRF-induced calcium fluorescence; inhibition, % at 11.8 µM; 350,000 tested, 0.59% active; AID 588475, 2011;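 active means inhibition of the ligand-induced calcium signal above about 50% at the single tested concentration, limit read from the data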
CHRM4 antagonist: human M4 muscarinic receptor antagonists, primary screen, CHO cells, Fluo-8 calcium fluorescence; CHO-hM4 cells, ACh EC80; inhibition, % at 3 µM; 360,000 tested, 0.73% active;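 active means inhibition above its plate's cutoff, the mean inhibition of sample wells plus 3 SD, cut at about 27% in these data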;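 further: 0% = acetylcholine EC80 with DMSO and 100% = DMSO without agonist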
* hit, by the source's call; nt = not tested or not shown.

SMILES,M4 PAM,IDE inh,CRFR2-BP ag,CRFR2-BP antag,CHRM4 agonist,CHRM5 agonist,CHRM4 antagonist,CHRM5 antagonist,M5 PAM
CCN1CCN(CCCNC(=O)CCC(=O)N2CCOc3ccc(Cl)cc32)CC1,2,4,-1.8,-2,1,-4,-19,-2,-1
COc1ccc(Cl)cc1NC(=O)CN(C)C(=O)c1cn(-c2ccccc2)nc1-c1cccnc1,-7,1,-0.1,-9,22,0,-1,16,-20
COc1ccc(C(C)=O)cc1COC(=O)Cc1n[nH]c(=O)c2ccccc12,-9,10,-0.2,-6,6,4,-1,3,-11
CN1CCN(C(=O)C2=NOC3(C2)C(=O)Nc2ccccc23)CC1 (stereo unspecified),9,nt,nt,nt,2,1,-12,7,-4
O=C(Nc1sc2c(c1C(=O)NCc1ccco1)CCCC2)c1ccc2c(c1)OCO2,-7,-5,0.3,0,0,-3,0,8,-14
COc1cc(/C=C/C(=O)OCC(=O)Nc2cc(C)c(C)cc2[N+](=O)[O-])ccc1O,9,2,2.5,-1,1,-1,12,1,3
COc1ccc(N2CCN(C(=O)c3ccc(C)c(NC(=O)C4=C(C)OCCS4)c3)CC2)cc1,4,1,-0.2,16,7,3,-2,-3,-2
CCC(C)(C)NC(=O)C(c1ccc(C)cc1)N(CC1CCCO1)C(=O)CNC(=O)c1cccs1 (stereo unspecified),-5,-4,1.7,-8,1,1,-8,5,-5
O=C(CN(C(=O)CNC(=O)c1ccco1)c1ccc(F)cc1)NC1CCCCC1,3,-6,-0.4,7,0,-2,1,15,-4
CC(C(=O)NC1CCCCC1)N(Cc1ccccc1)C(=O)c1snc(C(N)=O)c1N (stereo unspecified),-2,-5,-2.1,-2,2,3,-4,12,0
CCOCCOC(=O)COC(=O)c1ccccc1NC(=O)c1ccccc1,-6,-2,-1.4,-9,3,-3,-7,-3,-3
O=C(O)CC(NC(=O)c1ccncc1)c1ccccc1 (stereo unspecified),0,-6,-1.0,-9,0,-3,1,3,-9
Cc1nc(N)sc1C(=O)OCC(C)C,17,0,-0.9,4,2,5,-6,-5,12
CC(/C=C/c1ccco1)=N/NC(=O)C1COc2ccccc2O1 (stereo unspecified),-10,-11,-1.0,-17,1,4,0,0,6
CCc1ccc(C(=O)OCC(=O)N(CCOC)c2c(N)n(Cc3ccccc3)c(=O)[nH]c2=O)cc1,1,-1,1.8,-8,0,-1,3,3,0
N#CCCn1cc(/C=N/O)c(-c2ccc(-c3ccccc3)cc2)n1,-4,3,-2.1,6,5,-3,2,-1,-9
O=C(NC(=S)Nc1ccc2oc(=O)ccc2c1)c1cccc(F)c1,7,7,1.5,-38,1,0,3,-8,10
N#C/C(=C\c1ccc(-c2ccc(F)cc2)o1)C(=O)Nc1nc(-c2cccs2)cs1,-3,7,10,-20,1,-2,-13,-1,-3
Cc1noc(C)c1NC(=O)N(C)C[C@@H]1Oc2cc(Br)ccc2S(=O)(=O)N([C@H](C)CO)C[C@@H]1C,7,nt,-0.4,28,0,0,-26,0,-1
COc1cc2[nH]c(=O)n(Cc3ccc(C(=O)N4CCC(N5CCCCC5)CC4)cc3)c(=O)c2cc1OC,-2,2,0.3,10,0,0,-12,-2,0
Cn1nc(C(F)(F)F)c(CN2CC(C)(C)C2=O)c1N1CCOCC1,-4,1,1.0,2,0,2,2,10,3
CCN(CCN(C)C)C(=O)c1ccc2nc(C)c(N(C)C(=O)CCc3ccccc3)n2c1,0,nt,nt,nt,0,-2,-5,1,0
CCCNC(=O)c1cccc(COc2ccccc2OC)c1,-4,1,0.9,20,2,-2,-5,-1,-2
Cc1ccccc1CN1CCN(C(=O)[C@H]2O[C@@H](n3cnc4c(N)ncnc43)[C@H](O)[C@@H]2O)CC1,7,nt,nt,nt,1,-1,1,-1,8
COc1ccc(CNC(=O)COC(=O)c2ccccc2C(=O)c2ccccc2)cc1,4,3,-0.2,9,3,-2,-11,-8,2

Brought forward from above: 4 compounds; new compounds follow.
SMILES,M4 PAM,IDE inh,CRFR2-BP ag,CRFR2-BP antag,CHRM4 agonist,CHRM5 agonist,CHRM4 antagonist,CHRM5 antagonist,M5 PAM
CCN(CCN(C)C)C(=O)c1ccc2nc(C)c(N(C)C(=O)CCc3ccccc3)n2c1,0,nt,nt,nt,0,-2,-5,1,0
CCCNC(=O)c1cccc(COc2ccccc2OC)c1,-4,1,0.9,20,2,-2,-5,-1,-2
Cc1ccccc1CN1CCN(C(=O)[C@H]2O[C@@H](n3cnc4c(N)ncnc43)[C@H](O)[C@@H]2O)CC1,7,nt,nt,nt,1,-1,1,-1,8
COc1ccc(CNC(=O)COC(=O)c2ccccc2C(=O)c2ccccc2)cc1,4,3,-0.2,9,3,-2,-11,-8,2
NC1=NC(c2ccc(F)cc2)n2c(nc3ccccc32)N1 (stereo unspecified),9,0,-1.7,8,1,-5,1,-6,0
Cc1ccc([C@H]2C(C(=O)O)=CC[C@@H](c3ccc4c(c3)OCO4)N2S(=O)(=O)c2ccc(C)cc2)cc1,6,5,-5.0,-3,1,0,-23,-14,8
COc1ccc(C(NC(=O)C2CCN(Cc3ccc(Oc4ccccc4)cc3)CC2)c2ccccc2C)cn1 (stereo unspecified),-13,nt,nt,nt,11,-2,13,2,-7
Cn1c(Cn2c(=O)sc3ccccc32)nnc1SCC(=O)NCc1ccccc1Cl,-4,-3,-0.6,14,0,1,3,6,-3
COc1cc(-c2nc3ccccn3c2/N=C/c2cccc(F)c2)ccc1O,-4,6,0.8,5,0,-3,6,7,-3
O=C(COC(=O)c1cccnc1Cl)Nc1ccc(N2CCCCC2)cc1,4,-6,-1.4,5,4,1,1,0,-1
CCCCOC(=O)C1=C(C)NC(=O)NC1c1ccc2c(c1)OCO2 (stereo unspecified),-4,nt,-0.3,-7,0,-3,-5,12,-8
C=C(C)c1cccc(C(C)(C)NC(=O)Nc2nncs2)c1,-3,9,0.4,-25,0,-3,2,14,0
COc1ccc(OC)c(C(=O)NC(CC(N)=O)c2ccc(N3CCC(N4CCCC4)CC3)c([N+](=O)[O-])c2)c1 (stereo unspecified),6,10,-0.3,15,1,2,-3,-2,8
COc1cccc(N2C(=O)CC(NNC(=O)c3cccs3)C2=O)c1 (stereo unspecified),3,1,5.5,0,2,1,-10,-4,1
COc1cnn(-c2ccc(C)cc2)c(=O)c1SCc1ccccc1,2,3,-2.1,-24,-1,-5,9,-2,-1
CCN(CC)CCNC(=O)CCCCn1c(=S)[nH]c2c([nH]c3ccc(OC)cc32)c1=O,1,-2,0.3,14,3,0,0,2,-3
O=C(Oc1c(-c2ccccc2Cl)oc2ccccc2c1=O)c1ccc(Cl)cc1,-5,4,0.6,10,-1,-2,-7,-1,-8
COC(=O)COn1c(SC(C)C)nc2ccccc2c1=O,-5,4,-0.1,0,0,-1,6,6,1
O=C(COC(=O)c1c2c(nc3ccccc13)CCCC2)Nc1ccc2c(c1)OCO2,-5,4,-0.2,7,10,-2,15,13,-15
COc1ccc(S(=O)(=O)NC2CCN(Cc3ccccc3)CC2)cc1NC(C)=O,1,0,-0.5,1,1,0,-7,4,3
Cc1cc(C)n2nc(SCc3nnc(SCc4ccccc4)s3)nc2n1,-1,1,0.9,-6,3,1,8,6,-4
Cc1ccc(C)c(NC(=O)CSc2nc3c(c(=O)n2C)SC(C)C3)c1 (stereo unspecified),-2,-2,-0.3,6,2,2,10,1,-6
O=C(Cc1cccc2ccccc12)NN1C(=O)CSC1=S,5,4,-0.2,19,1,-2,2,11,-5
O=C(NCC(=O)N1CCN(c2ncccn2)CC1)c1cccs1,7,0,0.4,2,0,2,-5,-7,9
O=C(NCCS(=O)(=O)N1CCN(c2ccccc2)CC1)C1CC1,-1,-2,-2.6,0,0,1,1,8,-4
O=[N+]([O-])c1cccc(Nc2c([N+](=O)[O-])ccc3nonc23)c1,-2,4,-5.5,10,1,-3,-15,0,2
CCOC(=O)CNC(=O)N(C)[C@H]1C[C@H]2c3[nH]c4ccccc4c3CCN2C(=O)[C@H]1[C@H](C)O,-2,nt,nt,nt,0,3,-2,0,-1
c1cc(-c2ccc(CN3CCOCC3)cc2)n2ccnc2c1,1,nt,nt,nt,1,1,2,4,0
CC(CN1CCOCC1)C(=O)O (stereo unspecified),1,0,-2.8,14,0,-4,1,-1,4

Some values from above:
In IDE inh, `COc1cc(/C=C/C(=O)OCC(=O)Nc2cc(C)c(C)cc2[N+](=O)[O-])ccc1O` has 2
In CRFR2-BP antag, `COc1ccc(CNC(=O)COC(=O)c2ccccc2C(=O)c2ccccc2)cc1` has 9
In CHRM4 agonist, `CCC(C)(C)NC(=O)C(c1ccc(C)cc1)N(CC1CCCO1)C(=O)CNC(=O)c1cccs1` (stereo unspecified) has 1
In CHRM5 antagonist, `CC(CN1CCOCC1)C(=O)O` (stereo unspecified) has -1
In CHRM5 agonist, `O=C(Oc1c(-c2ccccc2Cl)oc2ccccc2c1=O)c1ccc(Cl)cc1` has -2

(cont.)
SMILES,M4 PAM,IDE inh,CRFR2-BP ag,CRFR2-BP antag,CHRM4 agonist,CHRM5 agonist,CHRM4 antagonist,CHRM5 antagonist,M5 PAM
CCOC(=O)c1ccc(S(=O)(=O)n2c(=O)oc3ccccc32)cc1,-11,-7,-1.1,2,18,8,12,20,-19
COCc1nnc(NS(=O)(=O)c2ccc(NC(C)=O)cc2)s1,16,-3,0.1,36,0,-4,13,1,2
C=CCNc1nc(N2CCOCC2)c(C#N)c2c1CN(C)CC2,5,16*,0.1,-7,1,-4,-16,-6,3
CSC1=C(C#N)C(CC(C)C)C2=C(CCCC2=O)N1 (stereo unspecified),5,1,-1.1,6,0,-4,14,-8,2
O=C(O)C1CC(c2cccc(Br)c2)=NO1 (stereo unspecified),12,2,-1.2,10,0,0,5,4,-2
CCn1c(SCC(=O)NC2CC2)nnc1-c1ccc(F)cc1,-1,6,0.3,-8,0,0,-1,-2,0

Two entries drawn at random from the list so far:
SMILES,M4 PAM,IDE inh,CRFR2-BP ag,CRFR2-BP antag,CHRM4 agonist,CHRM5 agonist,CHRM4 antagonist,CHRM5 antagonist,M5 PAM
O=C(NC(=S)Nc1ccc2oc(=O)ccc2c1)c1cccc(F)c1,7,7,1.5,-38,1,0,3,-8,10
COc1ccc(OC)c(C(=O)NC(CC(N)=O)c2ccc(N3CCC(N4CCCC4)CC3)c([N+](=O)[O-])c2)c1 (stereo unspecified),6,10,-0.3,15,1,2,-3,-2,8

The order is random; overall some 2.9% were active at least once.
